Bioassay records from PubChem.
ERG Ets-DNA blk: inhibitors of human ERG Ets domain-DNA interaction; P11308; fluorescence polarization, His-ERG Ets domain / labelled DNA; Potency, µM (doses to about 76.9 µM), for the others: top-dose FP activity, negative = inhibition, most hits filed as inhibitors; 0.028% of 370,000 active; active means well fitted inhibition curve with a large enough effect in the polarisation, with a control signal flat; inconclusive means small, poorly fitted or top-dose-only effect, or effect the other way, or a change in a side signal; inactive means no such curve, though single readings can be large or run the other way; the % refers to the polarisation;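 further: polarization taken with two DNA probes labelled with fluorescein and Texas red; % of control where 0% means no effect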
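His-tagged ERG Ets domain (1 uM in the protein solution; 300mM KCl, 50mM Tris-HCl, 1mM EDTA, 1mM DTT, pH 7.5) received compound, then a probe mix of 5 nM fluorescein-DNA and 100nM Texas-615-DNA. Fluorescence polarization was read for both dyes.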
JMJD2A Tudor: inhibitors of human JMJD2A Tudor domain | O75164 | AlphaScreen JMJD2A-Tudor / H3K4me3 peptide binding | Potency, µM (highest dose often 114 µM), for the others: top-dose activity change, negative = inhibition, actives largely listed as inhibitors | 4.4% of 390,000 active | AID 504339; further: on the % scale 0 is the no-effect control and ±100 the full control effect; nearly all actives have a fitted effect of over 50% in size
Pin1 inh: blocks the human prolyl isomerase Pin1; Q13526; Pin1 FP peptide displacement, HiFluor488, 10 min; Potency, µM (doses to about 115 µM), for the others: at the top dose activity, negative = inhibition, usual class: inhibitors; 0.009% of 390,000 active; active means well fitted inhibition curve with a large enough effect in the polarisation, with a control signal flat, not every such curve was filed as active; inconclusive means small, poorly fitted or top-dose-only effect, or effect the other way, or a change in a side signal; inactive means no such curve, though single readings can be large or run the other way; the % refers to the polarisation; further: on the % scale 0 is the no-effect control and ±100 the full control effect
Target sequence (Q13526 whole entry, looked up): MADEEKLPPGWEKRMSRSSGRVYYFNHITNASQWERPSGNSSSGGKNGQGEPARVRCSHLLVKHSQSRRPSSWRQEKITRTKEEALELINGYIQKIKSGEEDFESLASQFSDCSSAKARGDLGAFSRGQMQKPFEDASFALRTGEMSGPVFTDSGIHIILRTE
GLS inh: blocks human kidney-isoform glutaminase activity; O94925; GLS enzymatic activity, qHTS titration; Potency, µM (top dose mostly 45.5 µM), for inactives: at the highest dose activity change, negative = inhibition, usual class: inhibitors; 0.21% of 410,000 active; further: on the % scale 0 is the no-effect control and ±100 the full control effect
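hKGA in 45 mM KH2PO4 (pH 8.2), 0.02% Tween-20 with compound, then 1mM L-Glutamine (stock as added) plus glutamate oxidase/HRP/Amplex red coupling mix. Fluorescence read initially and after 30 min at RT; signal change reflects glutamate formation.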
TrxR1 inh: rat TrxR1 inhibition; O89049; recombinant rTrxR1, NADPH fluorescence consumption, selenite substrate; Potency, µM (series often up to 114 µM), for the others: at the highest dose activity change, negative = inhibition, actives largely listed as inhibitors; 1% of 390,000 active; AID 588453; further: on the % scale 0 is the no-effect control and ±100 the full control effect; nearly all actives have a fitted effect of over 65% in size
Target sequence (O89049 whole entry, looked up): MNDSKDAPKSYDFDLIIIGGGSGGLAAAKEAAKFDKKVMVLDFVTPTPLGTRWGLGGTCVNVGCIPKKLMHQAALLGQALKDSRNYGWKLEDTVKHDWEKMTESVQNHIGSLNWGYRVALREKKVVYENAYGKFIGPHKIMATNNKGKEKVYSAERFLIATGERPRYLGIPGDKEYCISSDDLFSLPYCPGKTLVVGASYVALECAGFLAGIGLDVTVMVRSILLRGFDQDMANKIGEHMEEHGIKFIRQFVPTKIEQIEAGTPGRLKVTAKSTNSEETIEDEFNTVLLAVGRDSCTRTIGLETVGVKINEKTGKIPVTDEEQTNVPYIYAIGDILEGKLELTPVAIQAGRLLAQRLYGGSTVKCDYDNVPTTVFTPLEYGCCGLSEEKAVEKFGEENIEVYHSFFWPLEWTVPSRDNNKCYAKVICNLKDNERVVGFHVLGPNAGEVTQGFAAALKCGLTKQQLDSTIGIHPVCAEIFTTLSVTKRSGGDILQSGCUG
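Rat TrxR1 (90 nM in the dispensed reagent) was pre-reduced with 400 uM NADPH for 5 min at room temperature, then incubated with compound for 15 min. After 400 uM selenite was added, NADPH fluorescence (Ex 340/Em 450 nm) was followed for 8 min.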
PGK inhibitor: inhibitors of T. brucei phosphoglycerate kinase; 0.043% of 380,000 active; P07378; AID 602233; Potency, µM (highest dose often 57.5 µM), without a hit: at the top dose activity change, negative = inhibition, most hits filed as inhibitors; PGK/GAPDH coupled, Kinase-Glo luminescence, 60 min; further: on the % scale 0 is the no-effect control and ±100 the full control effect; nearly all actives have a fitted effect of over 60% in size
Target sequence (P07378 whole entry, looked up): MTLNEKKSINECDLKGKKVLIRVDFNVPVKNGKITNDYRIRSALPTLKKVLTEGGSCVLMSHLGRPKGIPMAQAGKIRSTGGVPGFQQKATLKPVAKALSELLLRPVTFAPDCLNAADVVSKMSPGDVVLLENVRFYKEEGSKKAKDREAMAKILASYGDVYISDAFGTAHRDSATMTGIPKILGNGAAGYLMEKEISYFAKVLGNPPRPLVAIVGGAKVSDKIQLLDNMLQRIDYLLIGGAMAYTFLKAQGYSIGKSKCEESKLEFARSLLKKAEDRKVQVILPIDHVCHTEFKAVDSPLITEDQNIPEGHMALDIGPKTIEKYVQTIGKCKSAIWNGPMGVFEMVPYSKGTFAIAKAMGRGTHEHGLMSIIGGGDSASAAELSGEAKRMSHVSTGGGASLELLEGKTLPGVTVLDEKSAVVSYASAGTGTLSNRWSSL
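Recombinant glycosomal PGK reaction used 1,3-bisphosphoglycerate generated in-well by GAPDH (100nM final) in 100mM TEA pH 7.6, 5mM MgCl2, 0.01% Tween-20. After 60 minutes at room temperature, ATP was read by Kinase-Glo Plus luminescence end-point.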
ALOX12 inh: ALOX12 (human) lipoxygenase inhibition; P18054; purified 12hLO, xylenol orange hydroperoxide absorbance; Potency, µM (highest dose often 108 µM), for inactives: top-dose activity change, negative = inhibition, most hits filed as inhibitors; 1.1% of 580,000 active; further: on the % scale 0 is the no-effect control and ±100 the full control effect
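Purified human 12hLO (150 nM final) in 25 mM Hepes, 0.01% Triton X-100, pH 7.0 was preincubated 15 min at room temperature with compound. Then 40 uM arachidonic acid was added, 30 min. Hydroperoxide was read by Fe-XO absorbance ratio 573/405 nm.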
HP1b binding inh: HP1-beta chromodomain-methylated histone interaction inhibition | AlphaScreen HP1-beta / biotin-H3K9me3 peptide binding | AID 540317 | 0.56% of 390,000 active | P83916 | Potency, µM (titrated, usually from 114 µM), without a hit: at the highest dose activity change, negative = inhibition, most hits filed as inhibitors; further: nearly all actives have a fitted effect of over 70% in size; inactives centre near 23
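Compound inhibition of the preformed complex between 50 nM HP1-beta and 50 nM biotinylated H3K9me3 peptide was read by AlphaScreen. Buffer was PBS pH 7.4 with 0.01% Tween-20. Incubations ran 30 min at room temperature, with 10 ug/mL donor/acceptor beads.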
RGS4 inh: inhibitors of human regulator of G protein signaling 4; Potency, µM (series often up to 114 µM), for inactives: top-dose activity change, negative = inhibition, actives largely listed as inhibitors; 0.039% of 390,000 active; AID 504845; Transcreener GDP fluorescence polarization, RGS4-accelerated GTP hydrolysis; further: on the % scale 0 is the no-effect control and ±100 the full control effect; nearly all actives have a fitted effect of over 75% in size; some results filed as inactive show a strong effect at the top dose
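MLSMR compounds (23 nl, pin-transferred) preincubated 10 min at room temperature with a 500nM (2x) first reagent, then RGS4 at 900nM (2x) plus Transcreener GDP mix added; fluorescence polarization (620/688 nm) read before and after 90 min at 30 °C.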
* hit, by the source's call; i = inactive; ? = inconclusive; / = no result given; [ ] = remark or other dose. Unless noted, the call rests on the fitted dose curve; in most records, active means well fitted curve in the direction sought with a large enough effect; inconclusive means small, poorly fitted or top-dose-only effect, or another doubt; inactive means no such curve, though single readings can be large; an effect the other way counts as inactive or inconclusive. Potency means the concentration at half of the fitted maximal effect. The list is partial; the hit share may differ from the screen's.

SMILES	ERG Ets-DNA blk	JMJD2A Tudor	Pin1 inh	GLS inh	TrxR1 inh	PGK inhibitor	ALOX12 inh	HP1b binding inh	RGS4 inh
CCCN(CC(=O)Nc1ccccc1C)C(=O)C1CCN(c2ncnc3sc(C)c(C)c23)CC1	-8%	-24%	3%	-10%	11%	i	-1%	21%	-3%
CCOC(=O)C1C(=O)Nc2nc3ccccc3n2C1C(C)C (configuration not stated)	-9%	2%	-1%	-1%	11%	7%	0%	34%	-2%
N#CCCn1cc(C=C(C#N)C#N)c(-c2ccc(Cl)cc2)n1	1%	-19%	-5%	0%	-16%[57.1 µM]	i	-22%	23%	-22%
Cc1ccc(C=Nc2ccccc2C(=O)Nc2ccccc2)cc1	-11%	-11%	-6%	6%	11%	-5%	-19%	5%	-12%
C=CCC1(C#N)C(=S)NC(C)=C(C(=O)OCC)C1c1ccccc1 (configuration not stated)	-6%	?	0%	-4%	17%	-2%	88%[activator]	72%[activator]	-19%
CCOC(=O)c1ccc(NC(=O)c2ccc(OC(C)C)c(OC)c2)cc1	5%	-33%	4%	-7%	21%[57.1 µM]	-7%	36%[activator]	38%	-11%
COc1ccc(CN2CC(=O)N3[C@H]4c5ccccc5OC[C@@H]4[C@H](c4ccccc4)[C@]3(C)C2=O)cc1	9%	-25%	-2%	-4%	12%[57.1 µM]	9%	-14%	15%	5%
Cc1ccc(C)c(NC(=O)c2ccc3nc(CCc4ccccc4)oc3c2)c1	7%	-19%	12%	-3%	7%[57.1 µM]	9%	-24%	18%[57 µM]	-6%
Cc1ccccc1CC(=O)NC1CCN(Cc2ccccc2)CC1	-6%	-4%	-12%	-1%	-12%	-9%	?	36%[activator]	-10%
CCn1c(C(=O)Nc2cc(C)cc(C)c2)cc2sc(Cl)cc21	18%	-1%	11%	-2%	-28%	i	0%	44%[activator]	35%
COc1ccc(NC(=O)CSCc2ccccc2C)cc1	-7%	-1%	2%	-3%	-6%	1%	-4%	47%[activator]	6%
COc1ccccc1C(=O)NCCCn1cc(Br)c(C)n1	-5%	-9%	10%	-2%	5%	-6%	16%	27%	30%
CCCCn1c(-c2cccc(F)c2)nc2c1c(=O)[nH]c(=O)n2CC(C)C	-1%	-13%	-16%	-6%	11%	i	?	-5%	5%
Cc1cc(C)c(NC(=O)COC(=O)c2c(C)noc2C)c(Cl)c1	-12%	-12%	-1%	-2%	18%	-9%	299%[activator]	21%	8%
CCc1ccc(-c2nc(SCC(=O)NC3CCS(=O)(=O)C3)n[nH]2)cc1 (configuration not stated)	5%	-18%	5%	11%	5%	-8%	-14%	22%	-14%
CC(=O)/C=C\c1ccccc1OC(=O)c1cc2ccccc2oc1=O	10%	-12%	3%	3%	-30%	3%	6%	23%	?
NC(=O)CC(NC(=O)c1cccc(Br)c1)c1ccc(NCC2CC2)c([N+](=O)[O-])c1 (configuration not stated)	-4%	-5%	-2%	3%	16%[57.1 µM]	-4%	-4%	30%	-16%
O=c1nc(SCc2cccc(C(F)(F)F)c2)nc2ccccn12	-2%	-11%	1%	4%	3%	-6%	-24%	30%	11%
CC1(C)CC[C@]2(C(=O)O)CC[C@]3(CO)C(=CCC4[C@@]5(C)C[C@H](O)[C@H](O)[C@@](C)(C(=O)O)C5CC[C@]43C)[C@@H]2C1 (some centres not stated)	6%	-16%	0%	0%	-5%	12%	5%	36%	23%
O=[N+]([O-])c1cccc(/C=N\N2CCN(Cc3ccccc3Cl)CC2)c1	1%	45µM*	?	-3%	-17%	-9%	?	?	-30%
Cc1cc(C)cc(NC(=O)C2CCCN2/C=C/C(=O)C(F)(F)F)c1 (configuration not stated)	1%	-18%	-2%	7%	12%[57.1 µM]	-7%	-10%	14%	-8%
COc1cccc(NC(=S)NCc2ccncc2)c1	-7%	-7%	0%	6%	-19%	-5%	-20%	24%	1%
Cc1cc(=O)[nH]c(SCC(=O)Nc2ccccc2C#N)c1C#N	-1%	-24%	-7%	14%	6%	-12%	-24%	12%	-7%
CCn1c(SCC(=O)c2ccc3c(c2)Cc2ccccc2-3)nnc1-c1ccc(N)cc1	5%	-16%	-1%	0%	16%[57.1 µM]	-8%	0%	-17%	-46%
C=C(C(=O)O)C1CCC2(C)CCCC(C)(O)C2C1 (configuration not stated)	89%[activator]	-23%	?	-10%	3%[57.1 µM]	-1%	7%	2%	16%
CC1CN(C(=O)COC(=O)COc2ccc(C#N)cc2)CC(C)O1 (configuration not stated)	2%	-6%	-7%	14%	-2%	0%	18%	22%	7%
O=C(NC(=S)Nc1ccc2[nH]c(=O)[nH]c2c1)c1ccccc1[N+](=O)[O-]	5%	-9%	-8%	23%	-13%	0%	-5%	26%	-10%
CCOC(=O)C1=C(C)NC(SCC(N)=O)=C(C#N)C1c1cccs1 (configuration not stated)	7%	1%	-14%	38%[activator]	25%	-11%	149%	22%	4%
COc1ccc(NC(=O)C(c2ccccc2)c2ccccc2)cn1	1%	-1%	-1%	-4%	-1%	-7%	-8%	48%[activator]	-14%
CCN1C[C@@H]2[C@@H]3C(=O)N(C)C(=O)[C@@H]3[C@](C)(C1=O)N2C(=O)c1ccc(C)cc1	-5%	-2%	16%	-3%	-15%[57.1 µM]	7%	1%	31%	-9%

Gathered by group: the compounds so far with a thiophene ring, fused or not.
SMILES	ERG Ets-DNA blk	JMJD2A Tudor	Pin1 inh	GLS inh	TrxR1 inh	PGK inhibitor	ALOX12 inh	HP1b binding inh	RGS4 inh
CCCN(CC(=O)Nc1ccccc1C)C(=O)C1CCN(c2ncnc3sc(C)c(C)c23)CC1	-8%	-24%	3%	-10%	11%	i	-1%	21%	-3%
CCn1c(C(=O)Nc2cc(C)cc(C)c2)cc2sc(Cl)cc21	18%	-1%	11%	-2%	-28%	i	0%	44%[activator]	35%
CCOC(=O)C1=C(C)NC(SCC(N)=O)=C(C#N)C1c1cccs1 (configuration not stated)	7%	1%	-14%	38%[activator]	25%	-11%	149%	22%	4%

Further compounds:
SMILES	ERG Ets-DNA blk	JMJD2A Tudor	Pin1 inh	GLS inh	TrxR1 inh	PGK inhibitor	ALOX12 inh	HP1b binding inh	RGS4 inh
Cc1c(O)c(CN2CCCCC2)cc2c3c(c(=O)oc12)CCC3	6%	-10%	1%	32%[activator]	?	-2%	3%	26%	-7%
COc1ccc(C(=O)OCC(=O)c2cc(C)n(CC3CCCO3)c2C)cc1[N+](=O)[O-] (configuration not stated)	-4%	?	0%	-5%	18%	-4%	5%	-11%	7%
CCOc1ccc(NC(=O)CN(C)C(=O)c2ccc(=O)[nH]c2)cc1OCC	-3%	-15%	-3%	9%	6%	i	/	4%	-1%
CCCCC(c1nnnn1CCOC)N1CCN(C(=O)c2ccco2)CC1 (configuration not stated)	0%	12%[11.4 µM]	-16%	-7%	13%[57.1 µM]	-4%	-18%	30%[activator]	-21%[11.4 µM]
CCOc1ccccc1CN1CCC(n2nccc2NC(=O)CCc2ccccc2)CC1	-2%	-7%	3%	-2%	20%	-10%	-9%	71%[activator]	-10%
O=C(NCC12CC3CC(CC(C3)C1)C2)c1cc2n(n1)C(C(F)(F)F)CC(c1ccco1)N2 (configuration not stated)	-5%	5%	1%	-5%	-2%	-7%	0%	18%	-6%
Cc1cccc(S(=O)(=O)c2cn(Cc3ccccc3)c3cc(N4CCCCC4C)c(F)cc3c2=O)c1 (configuration not stated)	-2%	-20%	2%	4%	26%	-1%	2%	6%	17%
COc1ccc(CC(=O)Nc2cc(Cl)ccc2O)cc1	/	-15%	-1%	-6%	19%	/	?	26%	-14%
CC(C)(C)c1ccc(NC(=O)c2ccccc2)c([N+](=O)[O-])c1	-5%	50µM*	-5%	9%	32%	i	1%	?	19%
CCCN(CC(=O)Nc1ccc(Cl)cc1Cl)C(=O)c1ccc(=O)[nH]c1	8%	-19%	6%	11%	11%	1%	5%	-1%	68%[activator]
C=CCNC(=S)N/N=C(\C)c1cccc(OC)c1	-2%	-30%	-1%	24%	-29%	-1%	?	-5%	0%
O=C(Nc1cccc(C(=O)OCc2cc(=O)n3c4c(sc3n2)CCCC4)c1)c1ccc(Cl)cc1	-5%	-3%	-1%	-22%	5%[57.1 µM]	8%	?	16%	3%
COc1ccccc1CNC(=O)CC(NS(=O)(=O)c1ccc(C)cc1)c1ccco1 (configuration not stated)	0%	?	2%	1%	10%[57.1 µM]	4%	49%[activator]	-6%	-19%[11.4 µM]
Cc1ccc(C(=O)c2cc([N+](=O)[O-])ccc2N2CC(C)OC(C)C2)cc1 (configuration not stated)	2%	?	-4%	-6%	7%	-1%	-24%	-1%	?
CC1=C(C(=O)Nc2cccnc2)C(c2ccc(F)cc2)n2nc(SCc3ccccc3F)nc2N1 (configuration not stated)	5%	-15%	5%	9%	19%	-2%	-11%	5%	3%
CC(C)CNC(=O)c1cccc(NC(=O)CSc2ccccc2)c1	5%	1%	7%	0%	4%[57.1 µM]	-6%	?	52%[activator]	2%
CCc1ccccc1Nc1nn2c(=O)c3ccc(C(=O)NCc4ccccc4OC)cc3nc2s1	0%	-21%	49%[activator]	1%	?	-5%	-19%	10%	?
O=C(c1cc(COc2ccc(F)c(F)c2)on1)N1CCSCC1	3%	-1%	-8%	5%	6%	-10%	-1%	29%	2%
Cc1ccc([N+](=O)[O-])cc1NC(=O)CN(C(=O)c1ccc(Cl)cc1)C1CCCCC1	3%	-26%	1%	0%	10%	-3%	0%	?	-26%
COc1ccccc1NC(=O)c1ccc(COc2ccccc2OC)o1	/	-1%	?	11%	2%	/	-7%	35%	1%
